G6PDH counter: L. mesenteroides G6PDH inhibitors, counter-screen for G6PDH-coupled screening assays, biochemical, Leuconostoc mesenteroides enzyme; Purified L. mesenteroides G6PDH, diaphorase/resazurin coupled fluorescence, 45 min; inhibition, % at 5 µM; 200,000 compounds, 0.12% hits; AID 1020, 2008; in the data active means inhibition above about 50%
FLuc act counter: FLuc activators, initial screening, artefact control for FLuc-dependent activation tests, biochemical, ATPlite luminescence. ATPlite luciferase biochemical, 10 min; 0 = ATP-free wells, 1 = DMSO control. activation factor at 10 µM. 200,000 tested, under 10 active;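 active means luciferase activation factor, scaled between plate controls, of at least 2 with compound at 10 µM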
Target sequence (P08659 whole entry, looked up): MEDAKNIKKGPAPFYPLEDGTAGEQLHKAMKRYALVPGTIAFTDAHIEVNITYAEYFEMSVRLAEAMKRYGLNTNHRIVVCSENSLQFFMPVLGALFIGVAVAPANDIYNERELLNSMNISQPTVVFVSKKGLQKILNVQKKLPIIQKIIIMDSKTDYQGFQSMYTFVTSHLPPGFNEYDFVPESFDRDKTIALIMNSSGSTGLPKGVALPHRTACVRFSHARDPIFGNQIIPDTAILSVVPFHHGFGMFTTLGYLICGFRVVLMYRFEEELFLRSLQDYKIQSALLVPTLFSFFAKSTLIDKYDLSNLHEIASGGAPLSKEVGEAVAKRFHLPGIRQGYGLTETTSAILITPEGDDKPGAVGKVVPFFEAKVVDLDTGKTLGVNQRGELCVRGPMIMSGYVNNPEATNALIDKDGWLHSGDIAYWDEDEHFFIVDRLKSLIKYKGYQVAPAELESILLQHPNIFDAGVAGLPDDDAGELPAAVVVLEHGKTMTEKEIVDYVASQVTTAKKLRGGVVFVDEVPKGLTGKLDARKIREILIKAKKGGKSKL
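assay system = Luciferase/luciferin detection reagent, cell-free biochemical luciferase assay | also added = ATP substrate | times = 10 min post-reagent at room temperature | measured by = luminescence from luciferase reaction | measure = luciferase activation, seen as luminescence increase over controls | benchmarks = low control with PBS replacing ATP, high control enzyme plus ATP without compound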
APP transl inh: inhibitors of APP translation via 5'UTR reporter, primary screen, APP 5'UTR luciferase, SH-SY5Y cells | SH-SY5Y APP 5'UTR-luciferase reporter, luminescence | inhibition, % at 2 µM | 190,000 compounds, 0.82% hits | AID 1285, 2008;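 active means inhibition above a set limit, derived from the sample mean plus 3 SD, cut at about 45% in these data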; further: values of inactives mirror those of a sister screen read the other way
NF-kB neuron act: activators of NF-kB expression in neurons, primary screen, cell-based, HTS | human neuronal cells, NF-kB reporter expression; active compounds read high | fold change at 12.5 µM | 190,000 compounds, 1.6% hits | AID 1239, 2008; in the data active means fold change above about 3.3
Redox H2O2 prof: compounds producing H2O2 with reducing agent – biochemical, NIH compound library profiling, artefact control for MLSCN library redox annotation, primary screen; DTT-dependent redox cycling H2O2, phenol red/HRP absorbance; 100% = 100 µM peroxide control, 0% = buffer; activation, % at 10 µM; 200,000 compounds, 0.03% hits;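 active means activation of at least 50% relative to the plate's high and low controls in the primary single-dose screen; inactive means activation below 50%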;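 further: compound incubated with DTT at 0.8 mM final as the reducing agent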
APP 5'UTR act: activators of APP 5'UTR luciferase reporter, primary screen, SH-SY5Y cells; SH-SY5Y APP 5'UTR luciferase reporter, luminescence; zero percent = DMSO vehicle wells; activation, % at 2 µM; 190,000 compounds, 1% hits;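 active means activation above a set limit, based on mean plus 3 SD of controls, cut at about 140% in these data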; further: values of inactives mirror those of a sister screen read the other way
FLuc inhib CS: firefly luciferase enzyme inhibitors, primary screen, artefact control for luciferase-based inhibitor screens, biochemical, luminescence, ATPLite; inhibition, % at 10 µM; 200,000 compounds, 1.5% hits; 10 min; Luciferin 4-monooxygenase (Photinus pyralis), P08659;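 active means inhibition above about 50% when tested at 10 µM, limit read from the data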
Efa HMGR inh: inhibitors of E. faecalis class II HMGR, primary screen, biochemical, Enterococcus faecalis. HMG-CoA reductase (Enterococcus faecalis, mvaE). purified E. faecalis HMGR, NADPH absorbance 340 nm kinetic. 190,000 compounds, 0.41% hits. inhibition, % at 10 µM. AID 1066, 2008;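 active means inhibition above a set limit, the median over all tested compounds plus 3 SD, cut at about 9.5% in these data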;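 further: enzyme runs in reverse so mevalonate oxidation gives rising NADPH absorbance; 0% = complete reaction with DMSO and 100% = background rate lacking mevalonate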
Hsp70 act: Hsp70 transcriptional activators, primary screen, cell-based, HeLa, Hsp70 promoter luciferase, luminescence, 10 µM; activation, % at 10 µM; HeLa Hsp70 promoter luciferase reporter; scaled: vehicle 0, proteasome-inhibitor control 100%; 200,000 compounds, 0.04% hits;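 active means activation above the mean across all tested compounds plus 3 SD, cutoff set per campaign, cut at about 5.5% in these data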;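 further: 100% = MG132 at 30 µM as the positive control and 0% = DMSO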
STAT1 activator: STAT1 signaling activators, primary screen, cell-based, HTS, luciferase reporter. 200,000 compounds, 2.6% hits. NIH 3T3 STAT1-luciferase reporter, IFN-gamma, luminescence; 100% = IFN-gamma alone, no compound. activation (% of control), % at 5.5 µM;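 active means activation above the screen-wide mean activation plus 3 SD, cut at about 130% in these data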;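 further: raw ratio to IFN-gamma control signal so 100% means no change and 0% no light; values of inactives mirror those of a sister screen read the other way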
The depositor's hits bear a star; x = no result given. Hits appear at their usual frequency; overall some 5.3% were active at least once.

Start of the data: the first eleven entries (preview)
SMILES | G6PDH counter | FLuc act counter | APP transl inh | NF-kB neuron act | Redox H2O2 prof | APP 5'UTR act | FLuc inhib CS | Efa HMGR inh | Hsp70 act | STAT1 activator
O=C1COc2ccc(C(=O)COC(=O)C3CC(O)CN3S(=O)(=O)c3ccc(Cl)cc3)cc2N1 (configuration not stated) | 11 | 0.7 | 16 | 0.92 | -2.3 | -16 | 30 | -1 | 0.0 | 93
CSc1cc(C)nc(NC(C)=O)n1 | 4 | 1 | 0 | 0.96 | 0.0 | 0 | -4 | -2 | 0.0 | 93
O=C(Nc1cc(S(=O)(=O)Nc2ccc(Cl)cc2)ccc1O)c1ccc(S(=O)(=O)N2CCCCCC2)cc1 | 11 | 1 | 8 | 1.4 | -0.7 | -8 | -4 | -2 | -0.3 | 93
CCCc1cc(=O)[nH]c(SCC(=O)N2CCN(S(=O)(=O)c3ccc4ccccc4c3)CC2)n1 | 7 | 1.1 | 8 | 1.1 | 0.3 | -8 | -6 | 4 | -0.1 | 105
COc1ccc(NC2C=CS(=O)(=O)C2)cc1 (configuration not stated) | -2 | 1.1 | -12 | 0.94 | -0.3 | 12 | -7 | -4 | -0.2 | 98
O=C(O)Cc1sc(Nc2ccccc2)nc1-c1ccc(Cl)cc1 | 4 | 1 | -41 | 2 | -0.1 | 41 | -3 | -4 | 0.2 | 120
CCCCNC(=S)N(C)/N=C/c1ccc(OCc2ccc(C(=O)OC)cc2)c(OC)c1 | -29 | 1 | -5 | 0.94 | 1.4 | 5 | -4 | -1 | -0.2 | 106
CCCCn1c(N)c(N(CCC(C)C)C(=O)CSc2nnc(Nc3ccccc3)s2)c(=O)[nH]c1=O | 10 | 0.7 | 16 | 1.2 | 0.2 | -16 | 33 | -8 | -0.4 | 100
N#CC(c1ccc(Cl)nn1)c1ccccc1Cl (configuration not stated) | 2 | 1 | 2 | 0.88 | 0.3 | -2 | -1 | -2 | 0.1 | 97
CSc1ccccc1C(=O)C1CCCN(C(=O)c2cc(C(C)C)no2)C1 (configuration not stated) | 12 | 1 | -2 | 1.3 | -0.1 | 2 | -4 | -5 | -0.2 | 95
Cc1cc(C)c[n+](-c2[nH]c(=O)sc2/C=N/NC([S-])=Nc2ccccc2)c1 | -32 | 1 | 7 | 0.95 | 0.7 | -7 | -5 | -3 | -0.2 | 103

Main list, from the start:
SMILES | G6PDH counter | FLuc act counter | APP transl inh | NF-kB neuron act | Redox H2O2 prof | APP 5'UTR act | FLuc inhib CS | Efa HMGR inh | Hsp70 act | STAT1 activator
O=C1COc2ccc(C(=O)COC(=O)C3CC(O)CN3S(=O)(=O)c3ccc(Cl)cc3)cc2N1 (configuration not stated) | 11 | 0.7 | 16 | 0.92 | -2.3 | -16 | 30 | -1 | 0.0 | 93
CSc1cc(C)nc(NC(C)=O)n1 | 4 | 1 | 0 | 0.96 | 0.0 | 0 | -4 | -2 | 0.0 | 93
O=C(Nc1cc(S(=O)(=O)Nc2ccc(Cl)cc2)ccc1O)c1ccc(S(=O)(=O)N2CCCCCC2)cc1 | 11 | 1 | 8 | 1.4 | -0.7 | -8 | -4 | -2 | -0.3 | 93
CCCc1cc(=O)[nH]c(SCC(=O)N2CCN(S(=O)(=O)c3ccc4ccccc4c3)CC2)n1 | 7 | 1.1 | 8 | 1.1 | 0.3 | -8 | -6 | 4 | -0.1 | 105
COc1ccc(NC2C=CS(=O)(=O)C2)cc1 (configuration not stated) | -2 | 1.1 | -12 | 0.94 | -0.3 | 12 | -7 | -4 | -0.2 | 98
O=C(O)Cc1sc(Nc2ccccc2)nc1-c1ccc(Cl)cc1 | 4 | 1 | -41 | 2 | -0.1 | 41 | -3 | -4 | 0.2 | 120
CCCCNC(=S)N(C)/N=C/c1ccc(OCc2ccc(C(=O)OC)cc2)c(OC)c1 | -29 | 1 | -5 | 0.94 | 1.4 | 5 | -4 | -1 | -0.2 | 106
CCCCn1c(N)c(N(CCC(C)C)C(=O)CSc2nnc(Nc3ccccc3)s2)c(=O)[nH]c1=O | 10 | 0.7 | 16 | 1.2 | 0.2 | -16 | 33 | -8 | -0.4 | 100
N#CC(c1ccc(Cl)nn1)c1ccccc1Cl (configuration not stated) | 2 | 1 | 2 | 0.88 | 0.3 | -2 | -1 | -2 | 0.1 | 97
CSc1ccccc1C(=O)C1CCCN(C(=O)c2cc(C(C)C)no2)C1 (configuration not stated) | 12 | 1 | -2 | 1.3 | -0.1 | 2 | -4 | -5 | -0.2 | 95
Cc1cc(C)c[n+](-c2[nH]c(=O)sc2/C=N/NC([S-])=Nc2ccccc2)c1 | -32 | 1 | 7 | 0.95 | 0.7 | -7 | -5 | -3 | -0.2 | 103
Cc1[nH]c2ccccc2c(=O)c1CN1CCCCC1 | 4 | 1 | 4 | 0.87 | -0.1 | -4 | -2 | 4 | -0.3 | 100
CC(=O)c1cccc(NC(=O)N2CCCC2C(=O)Nc2ccc3c(c2)OCCO3)c1 (configuration not stated) | 9 | 1.1 | -4 | 1.4 | 0.1 | 4 | -11 | -5 | -0.2 | 94
Cc1nc2c(-c3ccccc3)c(C)nn2c(N)c1-c1ccccc1 | 1 | 0.3 | -199 | 2.2 | -0.8 | 199* | 68* | -7 | -0.2 | 159*
CC1=C(C(=O)OCc2ccccc2)C(c2ccccn2)c2c(n(C)c(=O)n(C)c2=O)N1 (configuration not stated) | 5 | 1 | 9 | 0.98 | -0.7 | -9 | -1 | -6 | -0.3 | 98
CCOC(=O)C1=C(C)N=C2SCCC(=O)N2C1c1cc(Br)ccc1OC (configuration not stated) | x | x | -14 | x | 1.6 | 14 | x | x | 0.1 | 103
CCOC(=O)c1c(C=O)c2ccccc2n1CC | 7 | 1 | -9 | 0.97 | -0.1 | 9 | -4 | -6 | -0.1 | 97
CCN1CCc2nc(NC(=O)c3ccccc3)sc2C1 | 8 | 0.5 | -116 | 0.4 | 1.0 | 116 | 46 | 7 | 0.0 | 147*
COc1cccc(CNC(=O)CCS(=O)(=O)c2cccc3nsnc23)c1 | 1 | 1 | 7 | 0.85 | 0.0 | -7 | -4 | -2 | -0.4 | 100
O=C(N1CCOCC1)N1CCC(c2nc(-c3ccc(S(=O)(=O)N4CCOCC4)cc3)no2)CC1 | 8 | 1 | 8 | 0.87 | 0.3 | -8 | -1 | -6 | -0.1 | 105
Cc1ccc(-n2[nH]c(C)c(C=NC34CN5CN(CN(C5)C3)C4)c2=O)cc1C | -17 | 1.1 | -3 | 1 | 0.2 | 3 | -5 | -2 | -0.4 | 99
O=C(CCCOc1ccc(Cl)cc1Cl)NCc1ccncc1 | 10 | 1.1 | 0 | x | -0.4 | 0 | -6 | -1 | -0.1 | 118
CCc1cc2c(SCC(=O)Nc3ncc(Cl)c(C)c3Cl)ncnc2s1 | -56 | 1.1 | -23 | 1.5 | 0.3 | 23 | -5 | -14 | -0.1 | 104
CC1(C)O[C@@H]2C[C@H]3[C@@H]4C[C@H](F)C5=CC(=O)CC[C@]5(C)[C@H]4[C@@H](O)C[C@]3(C)[C@]2(C(=O)CO)O1 | 22 | 1 | -79 | 0.43 | 0.3 | 79 | 0 | 1 | -0.3 | 135*
COc1ccccc1-c1cc(C(=O)N2CCN(c3ccccc3OC)CC2)no1 | 2 | 1.1 | -2 | 0.8 | 2.2 | 2 | -9 | -7 | 0.5 | 103
COc1ccc(-c2cc(C(=O)Nc3c(C)n(C)n(-c4ccccc4)c3=O)no2)cc1OC | 10 | 1.1 | 10 | 0.86 | -0.2 | -10 | -9 | -3 | 0.1 | 95
CS(=O)(=O)N1CCC(C(=O)NCc2ccccc2)CC1 | -1 | 1 | 1 | 1.2 | 3.6 | -1 | 1 | -2 | -0.3 | 107
CCn1c2ccccc2c2cc(NC(=O)COC(=O)c3ccccc3Br)ccc21 | -17 | 1.2 | -45 | 0.93 | 0.1 | 45 | -20 | -2 | -0.4 | 97
Cc1cc(C)cc(NC2=NC3(CCCCC3)N=C(N)N2)c1 | 9 | 1 | 18 | 0.87 | 0.5 | -18 | -2 | 0 | -0.2 | 96
N#Cc1c(N)oc(-c2cccs2)c1-c1cccs1 | -6 | 1.1 | -6 | 1.3 | 1.8 | 6 | -6 | -1 | -0.3 | 96
CC(=O)Nc1cc2c(cc1C(=O)c1ccc(C)cc1)OCCO2 | 9 | 1.1 | 19 | 1.2 | 0.4 | -19 | -6 | 3 | -0.2 | 110
Cc1ccc(S(=O)(=O)Nc2ccc(NC(=O)Nc3cccc(C(F)(F)F)c3)cc2)cc1 | -12 | 1 | -4 | 0.72 | 0.2 | 4 | -2 | -1 | -0.4 | 106
Cc1ccc(S(=O)(=O)C(C#N)c2nc3ccccc3nc2N2CCCC2)cc1C (configuration not stated) | 18 | 1 | -11 | 0.59 | -0.8 | 11 | -3 | 0 | -0.6 | 104
COc1cc(NC(=S)N2CCC(C(N)=O)CC2)c(OC)cc1Cl | -2 | 1.1 | -23 | 0.8 | -0.4 | 23 | -9 | 3 | -0.3 | 103
O=C(CN1C(=O)c2ccccc2S1(=O)=O)NCCC1=CCCCC1 | 0 | 1 | 11 | 0.82 | 3.4 | -11 | -5 | -2 | -0.1 | 100
COc1ccc(S(=O)(=O)N(CCCN2CCOCC2)Cc2cccc(OC)c2OC)cc1 | 1 | 1 | 9 | 1 | -0.1 | -9 | -4 | 1 | -0.2 | 96
Cc1ccc(-c2nc(C3CCCN(S(=O)(=O)c4ccc(C(F)(F)F)cc4)C3)no2)cc1 (configuration not stated) | 3 | 1 | 5 | 1.1 | -1.2 | -5 | -3 | -5 | -0.1 | 107
CN(C)C(=O)CSc1cccc2cccnc12 | 2 | 1.1 | 11 | 5.1* | 3.3 | -11 | -6 | -1 | 0.2 | 105
N#C/C(=C/c1ccc(N2CCCCCC2)o1)c1ccc(F)cc1 | x | x | -13 | 1.7 | 1.6 | 13 | x | -7 | 2.3 | 90
Cc1ccc(C)c(NC(=S)NC(NC(=O)N(C)C)C(Cl)(Cl)Cl)c1 (configuration not stated) | -3 | 1.1 | -8 | 1.3 | 1.7 | 8 | -6 | 2 | -0.3 | 99
Cc1c(Cl)cccc1NC(=S)NN1CCOCC1 | -4 | 1.1 | -11 | 1.1 | 0.1 | 11 | -5 | -5 | -0.3 | 98
Cc1ccc(NC(=O)C2C3CCCC2C3c2ccccc2)c(C)c1 (configuration not stated) | 9 | 1.1 | -14 | 1.1 | 0.0 | 14 | -6 | -7 | -0.1 | 112

Screening data deposited in PubChem BioAssay by several laboratories.
